Screens (PubChem)
MazEF act: activators of E. coli MazEF toxin-antitoxin RNase; P0AE70; FAM/BHQ RNA-DNA oligo cleavage fluorescence, 5 h; activation, % at 20 µM; actives 0.32% (n = 350,000); AID 504720; in the data active means activation above about 50%
SSB-PriA inh: inhibitors of Klebsiella pneumoniae PriA binding to SSB C-terminal tail; AlphaScreen SSBct-PriA binding, biotinylated peptide; inhibition, % at 33 µM; actives 0.6% (n = 430,000); AID 1272365; in the data active means inhibition mostly above about 37%, no sharp cut-off; inactive means mostly below about 20%;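 further: plate controls were negative control peptide for no effect and reference peptide for full effect; strong numbers were not always called active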
Yp Topo-I inh: Y. pestis Topo-I inhibition via cleavage products; Y. pestis Topo-I cleavage product accumulation, plate reader; actives 0.064% (n = 360,000); activity, % at 10 µM; in the data active means activity above about 50%, passing the limit was not always enough; further: inactives centre near 2
TcdB GH inh: blocks C. difficile toxin B glycohydrolase activity | P18177 | TcdB glycohydrolase enzymatic assay, plate reader | inhibition, % at 9.99 µM | actives 0.24% (n = 350,000) | AID 652162; in the data active means inhibition above about 10%
3CLpro inhibitor: SARS-CoV 3CLpro protease inhibition | P0C6X7 | recombinant SARS-CoV 3CLpro, quenched FRET peptide cleavage | inhibition, % at 6 µM | actives 0.14% (n = 290,000); in the data active means inhibition above about 12%
Rv3671c protease: Rv3671c (M. tuberculosis) protease inhibition | inhibition, % at 5.96 µM | AID 2606 | P9WHR9 | actives 0.048% (n = 320,000); in the data active means inhibition above about 38%;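 further: extracellular domain of Rv3671c used as enzyme; 0% = enzyme with DMSO and 100% = no enzyme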
VHR inh abs: inhibitors of human VHR1 phosphatase (DUSP3); P51452; recombinant VHR phosphatase, pNPP absorbance; inhibition, % at 13.3 µM; actives 0.52% (n = 290,000); in the data active means inhibition above about 50%; further: some compounds called inactive have numbers as strong as hits
PrPC TRFRET: cell surface PrPC inhibition, primary TR-FRET screen; actives 0.43% (n = 370,000); P04156; TR-FRET read-out; inhibition, % at 13.8 µM; in the data active means inhibition above about 24%; further: 0% = median of the test wells and 100% = reference compound wells
BH1578 lux ind: quorum light induction in luxS cqsA deficient V. cholerae; V. cholerae BH1578 lux reporter, luminescence, 6 h; AID 588436; actives 0.16% (n = 350,000); activation, % at 18.7 µM; in the data active means activation mostly above about 9.7%, no sharp cut-off; further: not every result past the cut was called active; inactives centre near 0; reference of the scale not given here
CCHF vOTU inh: blocks the CCHF virus ovarian tumor domain protease | CCHFV vOTU protease, Pep-AMC fluorescence | inhibition, % at 11.5 µM | actives 0.55% (n = 370,000) | AID 651958; in the data active means inhibition above about 30%; further: 0% = vehicle wells with enzyme and 100% = no enzyme wells
Active calls of the source: *; i = inactive; / = no result given; & = joins results of further samples. A portion of the library; the hit share may differ from the screen's.

SMILES	MazEF act	SSB-PriA inh	Yp Topo-I inh	TcdB GH inh	3CLpro inhibitor	Rv3671c protease	VHR inh abs	PrPC TRFRET	BH1578 lux ind	CCHF vOTU inh
Nc1ccc(Nc2ccc([N+](=O)[O-])cc2[N+](=O)[O-])cc1	-2	40	-1	1.9	3	6	27	-53	1.0	3
Cc1ccc(N(CC(=O)NC2CCCC2)C(=O)CCC(=O)Nc2nccs2)cc1C	2	-24	4	1.6	-1	-8	-35	7	-4.4	9
O=C(c1cnc(Cl)c(Cl)c1)N1CCC(Cc2ccccc2)CC1	0	-16	13	0.4	0	-2	18	10	-0.5	4
Cc1cc(/C=C2/SC(=S)N(c3ccc([N+](=O)[O-])cc3)C2=O)c(C)n1-c1cccnc1	-16	18	-2	0.4	5	0	4	15	0.2	5
Cc1ccc(S(=O)(=O)NNC(=S)Nc2ccc(Cl)cc2)cc1	-2	3	-3	-0.2	6	-2	14	10	-0.5	-14
COc1ccccc1C(=O)Nc1nnc(SCC(=O)NC2CCCC2)s1	0	-1	6	/	-3	0	-25	/	i	/
CCN(CC)CCCC(C)NC(=O)c1c(NC(=O)c2ccccc2)sc2c1CCCC2 (stereo unspecified)	23	-8	-7	3.7	2	5	54*	3	-1.3	5
CCOC(=O)c1ccc(Nc2ncnc3ccc(C)cc23)cc1	-13	-11	-5	/	5	4	28	4	-0.4	3
CC1CN2C(=O)C1(c1ccccc1)C(=O)NC2=S (stereo unspecified)	9	/	1	2.6	/	/	/	6	-0.3	9
CCOc1ccc(CCNC(=O)COC(=O)COc2ccc(Br)cc2)cc1OCC	-4	-9	19	-1.2	-1	-6	5	5	/	5
CCS(=O)(=O)N1CCCC(C(=O)Oc2ccc(Br)cc2)C1 (stereo unspecified)	-17	-11	-2	0.4	5	-2	22	0	-2.1	-5
S=C(NCc1cccs1)Nc1cccc(Cl)c1	-5	-33	-1	0.8	-6	-3	-1	/	i	/
CCOC(=O)N1CCN(C(=O)c2cc(-c3ccc(F)cc3)[nH]c2C)CC1	11	-4	0	/	4	-2	36	3	i	-11
COc1ccc(C(CNC(=O)C2CC(=O)N(Cc3ccccc3)C2)N2CCCC2)cc1 (stereo unspecified)	5	-1	6	-2.7	/	0	/	-1	-1.2	10
O=C(COC(=O)COc1ccccc1F)NCc1ccco1	2	-16	3	0.6	/	8	/	3	i	2
CCOC(=O)c1c(S(=O)(=O)NCC(=O)NCc2ccccc2)c(C)n(C)c1C	10	-6	8	-2.2	1	10	2	7	2.9	1
O=C(O)C1CC(=O)N(Cc2cccs2)C1 (stereo unspecified)	-5	-13	3	-1.2	-2	7	25	-2	-4.2	-16
COc1ccc(S(=O)(=O)N(C)c2ccc(C(=O)Nc3c(C)n(C)n(-c4ccccc4)c3=O)cc2)cc1	-3	-3	12	-0.5	3	-1	14	3	-0.3	1
Cc1cccc(Cn2nc(C)cc2NC(=O)Cn2cc([N+](=O)[O-])cn2)c1	11	-2	0	0.2	3	-2	-3	2	-0.4	3
CC1(C)CC(C#N)(N2CCOCC2)CCO1 (stereo unspecified)	2	2	4	-1.8	-2	-4	4	-2	-1.3	-5
OCCNCc1cccc(OCc2ccccc2Cl)c1	2	3	-1	1.5	4	0	35	-8	-0.4	-1
CCc1cc2c(CN3CCN(CC)CC3)cc(=O)oc2cc1O	12	-6	-11	/	1	5	7	-1	-0.2	-304
CCCCCN(C(=O)CCC(=O)OCC(=O)c1ccc(C(C)(C)C)cc1)c1c(N)n(CCCC)c(=O)[nH]c1=O	-3	1	12	1.6	/	4	/	-8	-0.3	-5
Cc1cccc(CSc2nnc3c(n2)[nH]c2ccccc23)c1	-10	-10	-1	0.6	0	-1	36	-3	-0.4	-16
CC1(C)CC(NC(=O)C23CCC(C)(/C(=N/O)C2)C3(C)C)CC(C)(C)N1 (stereo unspecified)	8	/	-3	/	3	-7	21	-10	i	-4
O=C(c1ccc2nc(N3CCOCC3)sc2c1)N1CCN(C(=O)c2ccco2)CC1	6	-8	-4	-1.0	-4	6	29	-3	-0.3	0
O=C(/C=C/c1ccc(Cl)c(Cl)c1)Nc1cccnc1	12	-8	1	-1.2	/	-13	/	5	-0.5	9
CCOCC(=O)Nc1nnc(COC)s1	11	-10	6	/	1	5	10	-4	0.4	0
O=C(COC(=O)CSc1ccc2ccccc2c1)NC1CCCC1	-6	4	20	1.1	-4	-13	24	5	-0.9	-5
O=c1oc2ccc(Cl)cc2nc1/C=C(\O)c1ccco1	-166	0	2	0.5	-6	1	-3	-8	-0.4	9

Some values from the entries so far:
VHR inh abs result of Cc1cccc(CSc2nnc3c(n2)[nH]c2ccccc23)c1 reads 36
SSB-PriA inh result of CCOc1ccc(CCNC(=O)COC(=O)COc2ccc(Br)cc2)cc1OCC reads -9
VHR inh abs result of CCN(CC)CCCC(C)NC(=O)c1c(NC(=O)c2ccccc2)sc2c1CCCC2 (stereo unspecified) reads 54*

(further entries)
SMILES	MazEF act	SSB-PriA inh	Yp Topo-I inh	TcdB GH inh	3CLpro inhibitor	Rv3671c protease	VHR inh abs	PrPC TRFRET	BH1578 lux ind	CCHF vOTU inh
CC(=O)Oc1cc(O)c2c(=O)c(OC(C)=O)c(-c3ccc(OC(C)=O)c(OC(C)=O)c3)oc2c1	-9	2	-13	/	/	-6	/	/	-0.6	/
COc1ccc(S(=O)(=O)NNC(=O)C(=O)NNc2ccccn2)cc1	-4	4	0	0.0	0	9	-5	1	-0.2	0
COC(=O)c1sc(N)c(C(=O)OC)c1COC(=O)CNS(=O)(=O)c1ccc(C)c(C)c1	-15	15	-3	0.6	0	-2	4	2	i	-10
CSc1ncnc2c1ncn2CCCN(C)CCc1ccccn1	3	/	-4	0.4	/	/	/	-2	-0.5	20
CCN(CC(=O)NCc1cccs1)C(=O)c1cccc(S(=O)(=O)NC)c1	4	-9	6	2.2	/	8	/	-2	i	-3
CCn1ccnc1CNC(=O)CC1C(=O)NCCN1Cc1ccccc1F (stereo unspecified)	0	21	5	1.7	4	-4	14	3	-0.9	-3
Cc1ccc(O)c(NC(=O)C2CC(c3cccc(Br)c3)=NO2)c1 (stereo unspecified)	6	3	5	0.5	3	0	13	5	-0.7	-7
COCCC(=O)N1CCC(Oc2ccc(C(=O)NCc3ccon3)cc2)CC1	3	-10	-9	1.8	-1	7	14	2	-0.7	-5
CCc1ccc(C(C)NC(=O)Cn2cnc3c(=O)n(C)c(=O)n(C)c32)cc1 (stereo unspecified)	1	-12	-1	0.7	2	3	9	4	i	-2
CC(=O)N1N=C(c2c(-c3ccccc3)c3cc(C)ccc3[nH]c2=O)CC1c1ccco1 (stereo unspecified)	-5	12	27	1.4	-5	-4	-2	-2	-0.2	16
CCCC(=O)Nc1ccc(Cl)c(NC(=O)c2cccnc2Cl)c1	-2	-8	-11	/	5	1	28	1	i	-6
O=C(O)CCC(=O)Nc1ccc(N=Nc2ccccc2)cc1	1	-1	6	/	3	/	22	/	i	/
Cc1onc(-c2ccccc2)c1C(=O)N/N=C/c1ccc(O)c([N+](=O)[O-])c1	8	/	6	0.3	1	/	9	-6	i	33*
O=C(OCc1nc2ccc(Cl)cc2n1CCO)c1ccccc1	2	-1	1	/	7	-1	1	5	2.3	7
Cc1cccc(OCCN2C(=O)c3ccccc3C2=O)c1	3	-43	8	0.4	2	-2	9	-13	-0.4	2
COc1ccc(-c2nc(-c3ccncc3)no2)c(OC)c1	10	0	-4	0.4	4	1	9	4	i	-1
O=C(CC(=O)c1ccccc1)Nc1cccnc1	8	3	-2	-1.1	7	5	2	-1	-0.8	3
COc1cc(CNC(=O)C2CC2)ccc1OCc1ccccc1	14	-1	7	-1.6	-4	15	36	-2	-0.1	-10
O=C(CN1C(=O)NC2(CCCc3ccccc32)C1=O)NCc1ccco1 (stereo unspecified)	-2	-26	-4	/	7	7	5	0	0.6	-9
O=C(NCc1ccccc1)c1ccc(CSc2ccccc2)o1	10	-14	39	1.8	-3	4	22	4	-0.6	14
Cc1cccc(C)c1C(=NCCN(C)C)c1ccccc1	8	-5	-3	0.5	/	2	/	-8	-1.0	-3
CC(C)N(Cc1nnc(-c2ccccc2Cl)o1)C(=O)COc1cccc(Cl)c1	6	/	24	0.4	/	/	/	-9	i	7
CC(C)c1ccccc1NC(=O)CN1C(=O)c2ccccc2C1=O	11	-7	8	-0.3	4	-6	17	-6	0.0	-3
O=C(CCCc1nc2ccccc2s1)NNC(=O)CCN1CCN(Cc2ccccc2)CC1	-6	-10	17	-0.9	4	7	13	4	-0.9	-10
Nc1nc(SCC(=O)O)[nH]c(=O)c1NC(=O)c1ccco1	2	2&-1	-9	-0.9	3	-4	11	2	i	10
COC(=O)C(CCSC)NC(=O)C12CC3CC(CC(C3)C1)C2 (stereo unspecified)	5	-4	15	0.6	0	0	24	0	i	1
Cc1cc(C)c(S(=O)(=O)c2cc(F)ccc2C)c(Cl)n1	5	-9	-4	0.7	-2	0	48	-1	i	1
CC[C@@H]1C(c2cccc(C)c2)=NN(c2ccccc2)[C@H]1C(=O)N1CCOC1=O	-9	-39	4	2.3	/	/	/	6	-0.5	-1
COc1cccc(CNS(=O)(=O)c2cc3c(cc2C)NC(=O)CO3)c1	3	-9	-4	2.0	-3	7	-10	-3	i	-4
CCCn1c(C)cc(/C=C(\C#N)C(=O)OCC(=O)Nc2cc(OC)c(OC)c(OC)c2)c1C	-5	-8	2	/	-2	-1	3	-7	0.9	5
CC1CCC(NC(=O)CCNS(=O)(=O)c2ccccc2)CC1 (stereo unspecified)	6	-15	1	2.7	0	-9	6	1	-0.4	1
O=C(CN1C(=O)c2cccc3cccc1c23)Nc1ccccc1	2	8	-1	2.0	-1	-6	26	1	-0.4	-6
Cc1cccc(N2CCN(C(=O)c3ccc4c(c3)NC(=O)C(CSCc3cccc(F)c3)N4)CC2C)c1 (stereo unspecified)	12	1	14	2.4	9	-37	-6	5	i	21
O=C(COc1ccc(Br)cc1)N1CCNC1=O	9	4	3	0.5	-1	11	6	5	-0.1	18
Cc1ccccc1NS(=O)(=O)c1ccc2[nH]cc(C(=O)N(C)Cc3ccco3)c(=O)c2c1	-7	-14	4	/	8	-7	7	/	-0.1	/
CC(=O)NC(Cc1cccc(C)c1)C(=O)NC1CCN(c2ncccc2[N+](=O)[O-])CC1 (stereo unspecified)	6	-9	6	0.3	-1	-2	-22	-5	-0.2	-11
CC(OC(=O)CCC(=O)c1cccs1)C(=O)NC1CCCCC1C (stereo unspecified)	-13	-8	0	-0.4	/	-10	/	0	i	-8
CC1(NC(=O)Cc2c(Cl)cccc2Cl)CCS(=O)(=O)C1 (stereo unspecified)	2	4	0	1.2	/	4	/	-6	i	-13
COc1ccc(S(=O)(=O)N2CCOCC2)cc1NC(=O)CSc1nnc(NC2CC2)s1	3	-3	10	-12	/	-6	/	7	-3.4	-14
COc1ccc(/C=C/C(=O)Nc2cccc(C(C)=O)c2)cc1	-7	-13	-3	1.4	3	-4	-10	-3	-0.4	1
O=C(NC1CCCC1)c1ccc(Cl)c(S(=O)(=O)N2CCCCC2)c1	7	-5	6	-0.2	0	5	30	2	-16	0
CCN(CC)c1ccc(NC(=O)COC(=O)c2ccc3ccccc3n2)cc1	-3	-12	-4	/	7	5	9	0	i	1
Cc1ccc(C)c(NC(=S)NC2CC3CCC(C2)N3Cc2ccco2)c1 (stereo unspecified)	9	-5	1	/	5	1	-11	-3	i	-15
CC(C)(C)[C@H]1C=C(C(=O)NCc2ccccc2)O[C@@H](OCCCCO)C1	5	-6	-3	-0.8	/	3	/	4	-1.7	2

3 compounds from above, sorted by molar mass, low to high:
SMILES	MazEF act	SSB-PriA inh	Yp Topo-I inh	TcdB GH inh	3CLpro inhibitor	Rv3671c protease	VHR inh abs	PrPC TRFRET	BH1578 lux ind	CCHF vOTU inh
COc1ccc(/C=C/C(=O)Nc2cccc(C(C)=O)c2)cc1	-7	-13	-3	1.4	3	-4	-10	-3	-0.4	1
Cc1ccc(C)c(NC(=S)NC2CC3CCC(C2)N3Cc2ccco2)c1 (stereo unspecified)	9	-5	1	/	5	1	-11	-3	i	-15
COc1ccc(S(=O)(=O)N2CCOCC2)cc1NC(=O)CSc1nnc(NC2CC2)s1	3	-3	10	-12	/	-6	/	7	-3.4	-14
